Bioassay records: PubChem BioAssay, Broad Institute
RAD54 branch: inhibitors of human RAD54 branch migration, primary screen, biochemical, fluorescence, single point | actives 0.14% (n = 360,000) | RAD54 Holliday junction branch migration, FAM/BHQ fluorescence | inhibition, % at 10.4 µM;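 active means mean normalized replicate activity at least 40 and at least half of replicates scoring 40 or more; inconclusive means only one of the two criteria met; inactive means mean below 40 and under half of replicates reaching 40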;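 further: 0% = median of neutral control wells and 100% = median of positive control wells; inhibitors cause a drop in the FAM fluorescence signal; in these data hits start at about 50%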
Target sequence (Q92698 whole entry, looked up): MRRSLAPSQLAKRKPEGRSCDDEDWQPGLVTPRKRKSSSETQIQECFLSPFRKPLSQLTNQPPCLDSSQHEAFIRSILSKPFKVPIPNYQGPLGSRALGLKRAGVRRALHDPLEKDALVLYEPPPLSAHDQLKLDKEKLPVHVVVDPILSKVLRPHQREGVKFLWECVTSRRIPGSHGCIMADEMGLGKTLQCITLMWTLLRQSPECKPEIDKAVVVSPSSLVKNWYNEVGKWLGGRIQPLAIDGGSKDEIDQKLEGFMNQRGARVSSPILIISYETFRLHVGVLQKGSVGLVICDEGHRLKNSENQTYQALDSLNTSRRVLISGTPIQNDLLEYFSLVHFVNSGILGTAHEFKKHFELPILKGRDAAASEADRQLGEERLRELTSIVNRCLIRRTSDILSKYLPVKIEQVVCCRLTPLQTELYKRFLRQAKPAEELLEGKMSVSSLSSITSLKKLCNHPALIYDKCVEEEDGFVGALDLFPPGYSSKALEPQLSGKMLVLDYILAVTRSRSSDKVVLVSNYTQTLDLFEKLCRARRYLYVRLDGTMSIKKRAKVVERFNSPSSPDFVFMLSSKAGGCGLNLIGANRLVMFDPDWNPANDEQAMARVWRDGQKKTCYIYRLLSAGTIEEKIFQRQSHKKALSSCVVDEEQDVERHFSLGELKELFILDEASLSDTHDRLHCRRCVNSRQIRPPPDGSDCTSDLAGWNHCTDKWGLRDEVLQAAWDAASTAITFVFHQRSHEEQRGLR
esBAF inh: Bmi1 luciferase reporter increase in mESCs, primary screen, esBAF inhibitor project, mouse ES cells, Bmi1 luciferase knock-in, single point; AID 602393, 2012; actives 2% (n = 350,000); reporter increase, % at 12.5 µM; 24 h; 100% = twice the neutral-well signal; in the data active means activation above about 40%; inconclusive means no clear call, values can overlap the other calls;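 further: 0% = median of the plate's neutral control wells and 100% = double that signal; a rise in the Bmi1 reporter signal indicates esBAF inhibition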
* marks the source's active call; other numbers are inactive results; ? = inconclusive.

SMILES | RAD54 branch | esBAF inh
Cc1cc(C(=O)N2CCc3ccccc32)c2cc(F)ccc2n1 | -7 | 12
COc1cccc(NC(=O)C2c3cc(OC)c(OC)cc3C(=O)N(C)C2c2cccnc2)c1 (centres undefined) | -18 | -16
Cc1sc2nc3n(c(=O)c2c1C)CCCCC3 | -15 | 14
O=C(CN1CCC2(CC1)OCCO2)c1ccc2cc[nH]c2c1 | 0 | 4
CCOC(=O)CCc1c(C)c2ccc(OCc3cc([N+](=O)[O-])ccc3OC)cc2oc1=O | -5 | -3
CC(C)(C)NC(=O)c1nc2ccccc2s1 | 8 | 38
CCOC(=O)c1ccccc1NC(=O)c1nc2nccc(C)n2n1 | 12 | 1
Cc1nc(SCC(=O)N2c3ccccc3Sc3ccccc32)n[nH]1 | -9 | -3
Cc1nn(Cc2ccccc2)c(C)c1NC(=O)c1cc(-c2ccco2)on1 | -7 | 15
O=C(NCC(=O)N(c1ccccc1)C(C(=O)NCC1CCCO1)c1ccccc1)c1ccco1 (centres undefined) | 7 | -3
CCn1c(SC(C)C(=O)O)nnc1-c1cccnc1 (centres undefined) | 7 | 5
CC(=O)c1sc2nc(SCC(=O)N3CCCCC3)[nH]c(=O)c2c1C | -9 | 7
Cc1cc(C)c(C)c(S(=O)(=O)N2CCC(C(=O)OCC(=O)N3c4ccccc4NC(=O)C3(C)C)CC2)c1C | 2 | 2
CCN(CC)c1ccc(NC(=O)C2CC3CCC2C3)cc1 (centres undefined) | 1 | 48*
CS(=O)(=O)Nc1ccccc1C(=O)Nc1cc(Cl)cc(Cl)c1 | 1 | -40

Looked up one by one from above (three):
SMILES | RAD54 branch | esBAF inh
CCn1c(SC(C)C(=O)O)nnc1-c1cccnc1 (centres undefined) | 7 | 5
CCOC(=O)CCc1c(C)c2ccc(OCc3cc([N+](=O)[O-])ccc3OC)cc2oc1=O | -5 | -3
O=C(NCC(=O)N(c1ccccc1)C(C(=O)NCC1CCCO1)c1ccccc1)c1ccco1 (centres undefined) | 7 | -3

Ordered by value in esBAF inh (lowest first): some entries from above
compound | esBAF inh
CS(=O)(=O)Nc1ccccc1C(=O)Nc1cc(Cl)cc(Cl)c1 | -40
COc1cccc(NC(=O)C2c3cc(OC)c(OC)cc3C(=O)N(C)C2c2cccnc2)c1 (centres undefined) | -16
O=C(NCC(=O)N(c1ccccc1)C(C(=O)NCC1CCCO1)c1ccccc1)c1ccco1 (centres undefined) | -3
CCOC(=O)c1ccccc1NC(=O)c1nc2nccc(C)n2n1 | 1
O=C(CN1CCC2(CC1)OCCO2)c1ccc2cc[nH]c2c1 | 4
Cc1cc(C(=O)N2CCc3ccccc32)c2cc(F)ccc2n1 | 12
CC(C)(C)NC(=O)c1nc2ccccc2s1 | 38

Later entries
SMILES | RAD54 branch | esBAF inh
CCNC(=O)c1oc2c(c1C)C(=O)CC(C)(C)C2 | -3 | 1
COc1ccc(CC(=O)NCc2cccs2)cc1OC | 2 | -4
CCOC(=O)C1=C(C)N(C)C(=O)NC1c1cccc(O)c1 (centres undefined) | -2 | -5
CCOc1ccc(N(CC(=O)NC2CCCC2)C(=O)CSc2nnc(COc3ccccc3)o2)cc1 | 4 | 9
CC(C)C(NC(=O)c1ccccc1)C(=O)NC1=NCCS1 (centres undefined) | -5 | -3
Cc1[nH]n(-c2ccccc2)c(=O)c1/C=N/n1c(C)nc2ccccc2c1=O | -14 | 1
C[C@H](NC(=O)Cn1cncn1)c1ccccc1 | -4 | -7
CN(C(=O)c1cccnc1)c1nc(-c2ccccc2)cs1 | -9 | 27
CCOC(=O)c1c(C)nc2sc3c(c2c1-c1ccc(OC)cc1)NC(c1ccc(OC)cc1)NC3=O (centres undefined) | 3 | -7
COCCNc1nc2c(c(=O)n(C)c(=O)n2C)n1Cc1cccc(C)c1 | -28 | -15
CCn1c2c(c3cc(C(=O)O)ccc31)CCCC2=O | 0 | -4
Cc1ccc2c(c1)NC(=O)c1cccnc1N2 | 3 | 63*
O=C(NCC(=O)N(c1cccc(F)c1)C(C(=O)NCC1CCCO1)c1ccccc1)c1ccco1 (centres undefined) | 7 | 2
Cc1csc(SCc2ccccc2C(=O)O)n1 | -3 | 12
CN(Cc1ccccc1)C(=O)CSc1nc2c(c(C(F)(F)F)n1)CCc1ccccc1-2 | -5 | 0

Entries listed above marked active in esBAF inh.
| canonical_smiles | esBAF inh |
| --- | --- |
| CCN(CC)c1ccc(NC(=O)C2CC3CCC2C3)cc1 (centres undefined) | 48* |
| Cc1ccc2c(c1)NC(=O)c1cccnc1N2 | 63* |

Additional records
SMILES | RAD54 branch | esBAF inh
Clc1ccc(CSc2nnc(-c3cccnc3)n2Cc2ccco2)c(Cl)c1 | -15 | -4
O=C(NC(=S)Nc1ccc(Cl)cn1)c1cccs1 | -3 | 72*
CC(C)NS(=O)(=O)c1ccc(OCC(=O)N(C)Cc2ccccc2)cc1 | 4 | 6
O=C1NCCN1Cc1cccc(Cl)c1 | 2 | -3
N#Cc1c(NC(=O)c2ccc(Cn3cc(Br)cn3)o2)sc2c1CCCCCC2 | -13 | 12
COC(=O)CSC(C(=O)Nc1ccc(C)c(C)c1)c1ccccc1 (centres undefined) | 7 | -1
CC(=O)Nc1nc(SCc2cccc3ccccc23)n[nH]1 | -4 | 3
CC(C)CC(NC(=O)C1CCCCC1)C(=O)N1CCN(c2ccccn2)CC1 (centres undefined) | -12 | 0
Cc1cc(NC(=O)CSc2nc(C3CC3)nc3sc(C)c(C)c23)no1 | 4 | 7
CCOC(=O)[C@@H]1[C@H]2COc3cc(OC)ccc3[C@@H]2N2C(=O)N(c3cccc(Cl)c3)C(=O)[C@]12C | 8 | -8
Cc1nc(CS(=O)(=O)c2ccc(Cl)cc2)cc(N2CCOCC2)n1 | -2 | -2
COc1ccc(/C=C2/C(=O)N=C3SCCN32)cc1 | 3 | -4
CCOC(=O)c1c(N)sc(C(O)(C(F)(F)F)C(F)(F)F)c1-c1ccc(Cl)cc1 | -7 | -10
COc1ccc(C(=O)Nc2nnc(-c3ccco3)s2)cc1 | 4 | -61
O=C(Oc1ccc(-c2ccccc2)cc1)N1CCCCC1 | -3 | ?
N/C(COc1ccc(C(=O)O)cc1)=N\O | -7 | 4
CCN(Cc1nc2ccccc2c(=O)[nH]1)Cc1cc(=O)oc2cc(C)c(C)cc12 | -3 | 1
Cc1noc(C)c1S(=O)(=O)N(C)CC(=O)NCc1ccccc1 | -6 | -7
C=CCOC(=O)C1=C(C)NC(C)=C(C(=O)OCC=C)C1c1ccc(O)cc1 | -1 | 1
O=S(=O)(c1ccc(Cl)cc1)c1ccccn1 | 11 | -11
COc1cc(S(=O)(=O)N2CCN(C(=O)c3ccccc3F)CC2)c(OC)cc1NC(C)=O | 6 | -5
O=C(CSc1n[nH]c(-c2ccco2)n1)N1c2ccccc2Sc2ccccc21 | 3 | -6
O=C1N/C(=N\N=C\c2ccccn2)SC1Cc1cccc(SC(F)F)c1 (centres undefined) | 5 | -16
COc1ccc(NC(=O)CSc2nccn2-c2cccc(OC)c2)cc1 | 0 | -3
CCN1CCc2c(C#N)c(N3CCOCC3)nc(NCCO)c2C1 | 1 | -8
COC(=O)c1sc2ncccc2c1OCc1ccccc1Cl | -6 | -7
Cc1nnsc1SCC(=O)O | 1 | -13
CCOC(=O)c1nc(S(C)(=O)=O)ncc1N1CCOCC1 | -1 | -3
O=C(NC1CCN(Cc2ccccc2)CC1)C1CCN(S(=O)(=O)c2cccc3nsnc23)CC1 | -2 | -3
COC(=O)Cc1c(C)nc2nc(NCc3c(F)cccc3Cl)[nH]n2c1=O | -11 | 1
Cc1ccc(-c2cc(C#N)c(=O)n(Cc3c(Cl)cccc3Cl)c2)cc1 | -5 | 1
COc1ccc(S(=O)(=O)N2CCCC2C(=O)Nn2cnnc2)cc1 (centres undefined) | 8 | -4
COCCNC(=O)c1ccc(N2CCCCC2)c(NS(=O)(=O)c2ccc(C)cc2)c1 | -4 | 6
CCC(=O)N(CC)c1nc(-c2ccc(OC)cc2)cs1 | -19 | 72*
CS(=O)(=O)N(Cc1ccc(Cl)cc1)c1ccc(C(=O)N/N=C/c2cc3ccccc3nc2Cl)cc1 | -3 | -7
COc1ccc(OCC(O)Cn2c(Nc3ccccc3)nc3c2c(=O)n(C)c(=O)n3C)cc1 (centres undefined) | 8 | 4
CS(=O)(=O)N1CCN(c2ccc([N+](=O)[O-])c(N3CCOCC3)c2)CC1 | -6 | -11
CSc1nnc(NC(=O)CCc2ccccc2)s1 | -12 | 12
O=C(NCc1ccco1)c1c[nH]c2ccc(S(=O)(=O)N3CCOCC3)cc2c1=O | -4 | 2
Cc1cc2c(c(Sc3ccccc3)n1)C(=O)OC2 | -4 | -1
COC(=O)c1sc(S(=O)(=O)N2CCC(C(N)=O)CC2)c(C(=O)OC)c1C | 1 | 4
C=CCn1c(SCC(=O)Nc2cc(C)on2)nc2sc(C)c(C)c2c1=O | -7 | -12
O=C(NCc1ccco1)C1CCCCN1S(=O)(=O)c1ccc(F)cc1 (centres undefined) | 1 | -11
COc1cc(C(=O)Nc2nc(OC)c(-c3ccccc3)c(OC)n2)cc(OC)c1OC | 4 | -4
CC1=CC(=O)C=CC1(C)C(Cl)Cl (centres undefined) | 1 | 1
CCc1ccccc1N(C)C(=O)CCc1nc(-c2ccc(C)cc2)no1 | 7 | 3
O=C(CCc1ccc(S(=O)(=O)N2CCOCC2)cc1)NCCCN1CCCC1=O | -3 | -2
CCCc1nc2ccccc2c(=O)n1/N=C/c1ccc(O)c(O)c1 | -6 | -4
O=C(O)c1ccc(Cn2cc(Cl)cn2)cc1 | 10 | 1
COc1ccc2[nH]c(C(=O)N3CCC(Cc4ccccc4)CC3)cc2c1 | 0 | 0
CC(=O)Nc1cccc(NC(=O)CSc2nnnn2Cc2ccccc2)c1 | 10 | 4
COc1cc(NC(=S)NN2CCN(C)CC2)cc(OC)c1 | -13 | -7
O=c1c2ccccc2ncn1Cc1nc2ccccc2s1 | -5 | 12
Cc1cc(C)c2cc(C(c3nnnn3C3CCCC3)N3CCOCC3)c(=O)[nH]c2c1 (centres undefined) | -4 | -1
COCCn1cc(C(=O)N2CCCC(C)C2)c2c3ccccc3n(C)c2c1=O (centres undefined) | -5 | 3
O=C(c1ccc2c(c1)OCO2)N1CCc2ccccc2C1 | 4 | 45*
CC(C)(O)C#CC#CCN1CCOCC1 | -7 | -6
CCc1nnc(NC(=O)CCC(=O)N2CCN(Cc3ccccc3)CC2)s1 | -4 | 10
CCNc1nc(N)nc(Oc2ccc(C(=O)OC)cc2)n1 | -8 | ?
Cc1cc(=O)[nH]c(SCC(=O)c2ccccc2)c1C#N | -27 | -6

Going on with the list.
SMILES | RAD54 branch | esBAF inh
COc1cccc(NC(=O)N(Cc2ccco2)C(C)c2cccs2)c1 (centres undefined) | -7 | 7
c1cnc(N2CCN(c3nc4ccccc4n4cnnc34)CC2)nc1 | -7 | 5
Cc1ccc2oc(-c3ccc(C)c(NC(=O)Cc4cccs4)c3)nc2c1 | 1 | 22
CC(C)[C@@H]1CN=C(N)N1C[C@@H]1CCCN1C[C@H](C)N1C[C@@H](Cc2ccccc2)N(CCc2ccc(Cl)c(Cl)c2)C1=N | 17 | 1
S=c1nc(-c2ccco2)[nH][nH]1 | -9 | -4
Cc1cc(OCCCCN2C(=O)NC(C)(C)C2=O)cc(C)c1Cl | 4 | -1
CSc1nc(C)c(CCOC(=O)c2ccccc2)c(=O)[nH]1 | -19 | 3
CCn1c(SCC(=O)Nc2ccc3c(c2)OCCO3)nnc1-c1ccccn1 | -4 | 2
Cn1c(/C=C/c2ccc([N+](=O)[O-])o2)nc2ccccc2c1=O | -18 | -80
COc1cc(C(=O)Oc2cc(C)cc(C)c2)cc(OC)c1OC | -6 | -9
C=CCn1c(SCC(=O)NCc2ccc3c(c2)OCO3)nnc1C1CCCCC1 | -1 | -3
CSc1nnc(-c2ccccc2)c(=O)[nH]1 | -15 | -1
O=C(CNS(=O)(=O)c1ccc(Br)s1)N1CCN(c2ncccn2)CC1 | -2 | -3
Cc1cc(C)c(C#N)c(N2CCCC(C(N)=O)C2)n1 (centres undefined) | 4 | -3
CC1=C(C(=O)Nc2ccccc2)C(c2ccc(C)cc2)N=C(Nc2nc3ccccc3o2)N1 (centres undefined) | 1 | 8
CCN(CC)c1ccc(-c2nc3cnccn3c2NC2CCCC2)cc1 | -8 | 16
CCCCC(=O)Nc1cccc(NC(=O)C(C)C)c1 | -16 | -1
CCOC(=O)c1c(C)nc2sc3c(c2c1-c1ccc(OC)cc1)NC(c1ccccc1)NC3=O (centres undefined) | -7 | 0
CCOC(=O)c1c(NCc2ccc3c(c2)OCO3)c2ccccc2[nH]c1=O | 4 | 15
Cc1ccc(N2C(=O)c3ccc(C(=O)Nc4cccnc4)cc3C2=O)c(C)c1 | 8 | 21
Cc1cc(C)n(S(=O)(=O)c2cc(Cl)ccc2Cl)n1 | 2 | -5
Cc1c(Cl)ccc2c1NC(=O)[C@]21[C@@H]2C(=O)N(Cc3ccccc3)C(=O)[C@@H]2[C@@H]2CCCN21 | 0 | -2
C=C(C)C1CC=C(C)/C(=N/NC(=O)COc2cccc(C)c2)C1 (centres undefined) | 11 | 3
CC(C)N1CC=C2C(C#N)=C(N)C(C#N)(C#N)C(c3ccccc3)C2C1 (centres undefined) | -39 | -12
COc1cc2c(cc1OC)CN(CC(=O)Nc1ccccc1C#N)CC2 | -10 | 8
CC(C)CN(C(=O)COC(=O)CCc1c[nH]c2ccccc12)C1CCS(=O)(=O)C1 (centres undefined) | 9 | -5
CCc1c(C)c(C#N)c2nc3ccccc3n2c1Nc1c(C)n(C)n(-c2ccccc2)c1=O | -7 | -4
COc1ccc(C(C(=O)NC2CCCC2)N(C(=O)c2ccco2)c2ccc(OC)c(OC)c2)cc1 (centres undefined) | -3 | -3
CC(C)CCNC(=O)CN(C(=O)Cn1nnc(-c2ccc(F)cc2)n1)C1CCCC1 | 2 | -5

A portion of the library; rates above refer to the full screens.
